KCNQ2 inh = KCNQ2 channel blockers in CHO-K1 cells – cell-based, FluxOR thallium flux, B-score, primary screen (AID 2156) | 310,000 compounds, 1.1% hits | 20 min; active compounds read low | B-score at 10 µM | O88943;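 active = fluorescence ratio B-score at most minus 3 library SDs, with starting brightness B-score within 2 library SDs, cut at about -5.5 in these data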
Target sequence (O88943 whole entry, looked up): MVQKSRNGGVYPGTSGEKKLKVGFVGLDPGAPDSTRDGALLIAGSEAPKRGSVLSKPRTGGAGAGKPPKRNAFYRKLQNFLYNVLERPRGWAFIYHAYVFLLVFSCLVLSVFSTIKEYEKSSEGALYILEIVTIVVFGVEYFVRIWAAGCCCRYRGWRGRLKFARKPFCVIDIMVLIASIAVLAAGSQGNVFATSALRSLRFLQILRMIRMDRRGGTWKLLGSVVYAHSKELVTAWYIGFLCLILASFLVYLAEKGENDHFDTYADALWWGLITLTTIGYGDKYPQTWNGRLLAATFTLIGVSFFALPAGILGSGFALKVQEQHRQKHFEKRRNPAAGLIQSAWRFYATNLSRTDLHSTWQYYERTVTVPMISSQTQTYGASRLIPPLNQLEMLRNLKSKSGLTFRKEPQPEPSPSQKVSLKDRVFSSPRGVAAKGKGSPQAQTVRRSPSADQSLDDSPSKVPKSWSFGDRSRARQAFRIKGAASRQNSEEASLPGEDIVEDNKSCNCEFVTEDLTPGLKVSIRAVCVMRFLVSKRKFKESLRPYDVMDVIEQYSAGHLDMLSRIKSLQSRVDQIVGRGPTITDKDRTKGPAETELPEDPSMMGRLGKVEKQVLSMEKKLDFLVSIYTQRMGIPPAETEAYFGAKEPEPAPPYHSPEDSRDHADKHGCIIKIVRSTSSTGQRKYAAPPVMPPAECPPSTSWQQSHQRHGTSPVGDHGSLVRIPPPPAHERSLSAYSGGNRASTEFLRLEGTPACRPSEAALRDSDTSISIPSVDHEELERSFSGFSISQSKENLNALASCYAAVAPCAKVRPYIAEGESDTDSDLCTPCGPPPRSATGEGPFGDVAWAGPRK
CHT inh = inhibits the human high affinity choline transporter. Q9GZV3. B-score at 10 µM. 310,000 compounds, 0.86% hits. CHT-expressing cells, membrane potential dye, choline response; active compounds read low;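 active = B-score over 3 SD under the library average, and starting fluorescence ratio not unusually high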;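 also: choline stimulus applied at its EC90 after an EC20 pre-addition; B-score computed on integrated fluorescence ratio after choline addition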
Kir21 block = inhibitors of mouse Kir2.1 inward-rectifier potassium channel; 310,000 compounds, 0.85% hits; AID 1672; B-score at 10 µM; P35561; HEK293-Kir2.1, FluxOR thallium flux fluorescence; active compounds read low;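 active = fluorescence ratio B-score at or below minus 3 SD of library scores, with starting-brightness B-score within 2 SD, cut at about -4.2 in these data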;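 also: channel flux triggered by added potassium and thallium sulfate stimulus; B-score of peak minus minimum fluorescence over baseline after thallium stimulus; more negative B-score means stronger Kir2.1 block with less thallium influx; some compounds called inactive have numbers as strong as hits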
* hit, by the source's call; i = inactive; . = not tested or not shown.

no.	SMILES	KCNQ2 inh	CHT inh	Kir21 block
1	Cc1ccc(S(=O)(=O)c2nc(-c3ccc(F)cc3)oc2SCC(N)=O)cc1	i	i	0.12
2	CC(C)(C)c1cc[n+](-c2[nH]c(=O)sc2/C=N/N=C(\[O-])c2cccnc2)cc1	i	i	0.99
3	Nc1nc(NCCCN2CCOCC2)nc(Nc2ccccc2F)c1[N+](=O)[O-]	i	i	-2.26
4	O=C1c2ccccc2C(=O)N1Cc1nc(-c2ccccc2)no1	i	i	-0.39
5	Cc1ccc(C(=S)N2CCN(Cc3ccccc3)CC2)cc1	i	i	0
6	Cc1cc(C)n(-c2ccc(C(=O)O)cc2)n1	i	i	0.08
7	COc1ccc2cc3c(N)nn(C(=O)Cc4ccc(Cl)cc4)c3nc2c1	i	i	0.92
8	CC(NC(=O)c1cc2sccc2n1C)c1ccc2c(c1)OCCO2 (configuration not stated)	i	i	1.08
9	O=S(=O)(c1ccc(-n2cnnn2)cc1)N1CCC(N2CCCCC2)CC1	i	i	-0.81
10	Cc1cc(C)nc(SCCN(C)C)n1	i	i	-0.09
11	COCCN(C(=O)c1ccc(OCC(C)C)cc1)c1c(N)n(Cc2ccccc2)c(=O)[nH]c1=O	i	i	-2.18
12	O=C1c2nc3ccccn3c2C(=O)N1Cc1ccccc1	i	i	-0.03
13	CN(C)c1ccc(NS(=O)(=O)c2cc3c4c(c2)CC(=O)N4CCC3)cc1	i	i	0.68
14	CC(=O)C1=C(C)NC(=O)NC1c1cccc(O)c1 (configuration not stated)	i	i	-1.86
15	CCc1ccc(-n2nc3ccc(NC(=O)c4ccc5c(c4)OCO5)cc3n2)cc1	i	i	-0.2
16	CC1=Nc2ncnn2C(c2ccccc2)/C1=N\O (configuration not stated)	i	i	-1.97
17	CCOC(=O)c1cc2c(ccn2C)n1CC(=O)N1CCN(c2cccc(C(F)(F)F)c2)CC1	i	i	1.03
18	CCc1nonc1NC(=O)COc1ccc(Cl)c(C)c1	i	i	-0.48
19	CCC(C)C(NC(=O)C1CCC(C)CC1)C(=O)NCCc1ccc(S(N)(=O)=O)cc1 (configuration not stated)	i	i	-0.1
20	COc1cccc(C2CC(c3ccc(C)cc3)n3nc(N)nc3N2)c1 (configuration not stated)	i	i	-1.2
21	COc1ccc(-c2c(-c3ccccc3)c(C(=O)C(=O)NCCCN(C)C)n3ccc4cc(OC)c(OC)cc4c23)cc1OC	i	i	-3
22	O=C(COc1ccc2ccccc2c1)N1CCN(C(=O)c2ccco2)CC1	i	i	-0.5
23	CN(C(=O)COC(=O)/C=C/c1cccs1)c1c(N)n(Cc2ccccc2)c(=O)[nH]c1=O	i	i	0.84
24	CCOC(=O)Cc1csc(SCC(=O)NC2CCC(C)CC2)n1 (configuration not stated)	i	i	-1.8
25	Oc1ccccc1N1CCN(c2ccc3ccccc3n2)CC1	i	i	0.41
26	CCOC(=O)C1C(=O)NC(N2CCN(c3ccccc3)CC2)=NC1c1ccco1 (configuration not stated)	i	i	-0.69
27	O=C(O)c1ccc2c3n(nc2c1)-c1ccc(Cl)cc1CO3	i	i	-0.04
28	CCCCCC[n+]1c(-c2ccccc2)csc1Nc1ccccc1	i	i	-0.11
29	CS(=O)(=O)C1=NSC2=NC(=O)/C(=C\c3ccc(OS(=O)(=O)c4ccccc4)cc3)C(=N)N21	i	-6.57*	1.22
30	Cn1c(NCc2ccco2)nc2c1c(=O)n(Cc1ccc(Cl)cc1)c(=O)n2C	i	i	-1.72
31	CCOc1cc(C(=O)NC(=S)Nc2ccc(Cl)c(C(=O)O)c2)cc(OCC)c1OCC	i	i	-1.43
32	COc1ccc2nc(NCCNC(=S)NCCCN3CCOCC3)c(C#N)cc2c1	i	i	-0.95
33	Cc1cc(C)cc(NC(=O)C2CCN(S(=O)(=O)c3ccc4[nH]c(=O)ccc4c3)CC2)c1	i	i	2.81
34	C=CCc1c(C)nc(SC)nc1Nc1ccc(C(=O)O)cc1	i	i	-0.61
35	CC1CCC/C(=C\Nc2ccc3c(c2)OCO3)C1=O (configuration not stated)	i	i	-0.93
36	CSc1ccc(Cl)c(C(=O)OCC(=O)NC2CC2)c1	i	i	1.47
37	CCc1sc(-c2ccccc2)nc1C(=O)OC	i	i	-0.09
38	CCC1(CC)Cc2ccccc2-c2nc(NCCCO)[nH]c(=O)c21	i	i	0
39	CCOC(=O)c1ccc(NC(=O)CN2C(=O)CNC2=O)cc1	i	i	0.07
40	Cc1cc(C(=O)N2CCC(C(F)(F)F)n3nccc32)on1 (configuration not stated)	i	i	1.5

Single records (already shown). Values in the order: KCNQ2 inh | CHT inh | Kir21 block
CCOC(=O)c1ccc(NC(=O)CN2C(=O)CNC2=O)cc1 as listed: i | i | 0.07
CCOC(=O)Cc1csc(SCC(=O)NC2CCC(C)CC2)n1 (configuration not stated) as listed: i | i | -1.8
Cn1c(NCc2ccco2)nc2c1c(=O)n(Cc1ccc(Cl)cc1)c(=O)n2C as listed: i | i | -1.72
CSc1ccc(Cl)c(C(=O)OCC(=O)NC2CC2)c1 as listed: i | i | 1.47

Next part
no.	SMILES	KCNQ2 inh	CHT inh	Kir21 block
41	O=C(C1Cc2ccccc2CN1S(=O)(=O)c1cccs1)N1CCCCCC1 (configuration not stated)	i	i	1.18
42	Cc1onc(-c2c(F)cccc2Cl)c1C(=O)OCC(=O)NC(N)=O	i	i	1.84
43	Cc1cc(C)n(-c2ccc(C(=O)Nc3cc(C(F)(F)F)ccc3N3CCOCC3)cc2)n1	i	i	0.9
44	CCC(C(=O)NC1CCCCC1)n1c(SCc2cccc(F)c2)nc2ccncc21 (configuration not stated)	i	i	1.15
45	Cc1nn(CCCC(=O)NCCc2ccccc2)c(=O)c2nccn12	i	i	0.27
46	CCOc1ccccc1/C=c1\sc2nc(-c3ccco3)nn2c1=O	i	i	0.08
47	O=C(CCN1CCOCC1)N1c2ccccc2Sc2ccc(Cl)cc21	i	i	-0.82
48	N#CC/C(N)=N/NC(=O)CCCNc1ncc(C(F)(F)F)cc1Cl	i	i	1.82
49	Cc1cc(C(=O)N/N=C/c2c[nH]c3ccccc23)cs1	i	i	-2.38
50	COc1cc(C(=O)OC2CCN(C)CC2)cc(OC)c1OC	i	i	-0.49
51	COc1ccc2nc(NC(=O)[C@@H]3CCCN3C(=O)c3cccs3)sc2c1	i	i	-1.37
52	O=C(c1ccccn1)N(CC1CCCO1)C1(C(=O)NC2CCCCC2)CCCCC1 (configuration not stated)	i	i	-1.18
53	CCOC(=O)CSc1nc2ccccc2c(=O)n1NC(=O)c1ccccc1	i	i	-0.8
54	COc1ccc(CCNC(=O)c2c(O)c3c([nH]c2=O)CCCC3)cc1	i	i	-0.26
55	O=C(COc1ccccc1-c1ccccc1)NCCN1C(=O)S/C(=C\c2cccnc2)C1=O	i	i	0.1
56	COCc1cc(CNC(=O)C2CCC(=O)N(Cc3ccccc3F)C2)[nH]n1 (configuration not stated)	i	i	-0.5
57	O=c1oc(-c2ccccc2)nc2c1C1(CCCCC1)Cc1ccccc1-2	-8.67*	i	-0.03
58	CCCN(CC(=O)Nc1ccc(F)c(F)c1F)CC(=O)Nc1c(Cl)cccc1Cl	i	i	-0.31
59	CCOc1c(Br)cc(CNc2ccc3c(c2)OCCO3)cc1OC	i	i	-2.75
60	COc1ccc(CCNC(=O)C2CC(c3ccccc3F)=NO2)cc1 (configuration not stated)	i	i	1.05

Further compounds
entry	SMILES	KCNQ2 inh	CHT inh	Kir21 block
61	O=C(c1ccc2c(=O)n(-c3ccccc3)c(=O)[nH]c2c1)N1CCN(c2ccc(F)cc2)CC1	i	i	-1.44
62	CCOC(=O)c1sc(NC(=O)c2cncc(Br)c2)nc1C	i	.	0.31
63	CC(C)COP(=O)(c1ccc(N(C)C)cc1)C(O)c1ccccc1 (configuration not stated)	i	i	0.25
64	CCCCCC(=O)N1CCN(CCN=CC2=C(O)CC(c3ccco3)CC2=O)CC1 (configuration not stated)	i	i	-0.24
65	O=c1c2ccc([N+](=O)[O-])cc2ncn1CCOc1ccc(Cl)cc1	i	i	-1.72
66	Cc1ccc(NC(=O)c2cc3c(=O)oc4ccc(C)cc4c3s2)nc1	i	i	1.95
67	COC(=O)c1nc(NC2=NCCCCC2)n[nH]1	i	i	-0.87
68	CCc1ccccc1NC(=O)CSc1nnc(C2CC2)n1CC1CCCO1 (configuration not stated)	i	i	2.05
69	Nc1nc(COc2ccccc2)cs1	i	i	0
70	O=C(O)CSC1CC(=O)N(c2ccc(Cl)cc2)C1=O (configuration not stated)	i	i	2.76
71	COc1cc2c(cc1OC)C(/C=C/c1ccco1)=NCC2	i	.	-0.01
72	O=C(Nc1cccc(Cl)c1N1CCCC1)c1ccco1	i	i	0
73	COc1cc(CNCCN2CCOCC2)ccc1OCc1ccc(Cl)cc1	i	i	0.39
74	O=C(Nc1cccc([N+](=O)[O-])c1)ONC1=NCCCCC1	i	i	-1.3
75	Cc1nn(-c2ccc3ccccc3c2)c(=O)c2ccccc12	i	i	-0.21
76	O=C(CN1CCCCC1)Nc1ccccc1-c1ccccc1	i	i	1.49
77	CC(=O)Nc1cccc(NC(=O)c2ccc([N+](=O)[O-])cc2Cl)c1	i	i	1.06
78	COc1ccc(N=C2SC(C(=O)O)CC(=O)N2C)cc1 (configuration not stated)	i	i	1.05
79	O=C(CSc1nc(SCC(=O)NCc2ccccc2)n(-c2ccccc2)n1)NCc1ccccc1	i	i	-1.3
80	Cc1ccc(S(=O)(=O)N2CCC(C(=O)N[C@H](C(=O)N3CCN(C)CC3)C(C)C)CC2)cc1	i	i	0.12
81	COCC(=O)Nc1ccc(C)c(Cl)c1	i	i	0.73
82	Cc1cc(C)n(-c2nnc(SCC(=O)NC3CCCC3)c3ccccc23)n1	i	i	-0.18
83	Cc1ccc([N+](=O)[O-])cc1NC(=O)c1ccc(-c2ccccc2)cc1	i	i	0.73
84	c1ccc(Cc2ccc(OCCn3ccnc3)cc2)cc1	i	i	-1.84
85	COc1ccc(CC(=O)OCC(=O)Nc2cccc(Cl)c2)cc1	i	i	-0.41
86	Cc1cccc(C(=O)N2CCC(N3CCC(C(=O)N4CCOCC4)CC3)CC2)c1	i	i	1.84
87	CCOCC(=O)Nc1cc(C(=O)Nc2ccccc2)ccc1Cl	i	i	0.02
88	COc1ccc(N2CC(O)(c3ccc(F)cc3)[N+]3=C2CCCC3)cc1 (configuration not stated)	i	i	-0.02
89	Cc1ccc(/C=C2\CCOC2=O)cc1	i	i	-1.57
90	CCCCn1c(N)c(N(CCOC)C(=O)CSCc2ccc(C)cc2)c(=O)[nH]c1=O	i	i	-0.14
91	Cc1nc(NC(=O)/C=C/c2ccc(C(C)(C)C)cc2)sc1C(=O)N(C)C	i	i	1.68
92	CCOCCCNc1ccc(N2C(=O)C3CCCCC3C2=O)cc1[N+](=O)[O-] (configuration not stated)	i	i	0.03
93	CCCCCC(=O)NC(=S)Nc1ccc(NC(=O)c2ccco2)cc1	i	i	0.42
94	N#CCc1nn(-c2ccccc2)c2ncnc(N)c12	i	i	1.48
95	CN1CCC(=NNC(=O)CN(c2cccc(Br)c2)S(C)(=O)=O)CC1	i	i	1.44
96	O=C(CN1C(=O)CC(c2ccccc2)=Nc2ccccc21)NCc1ccco1	i	i	-1.76
97	CS(=O)(=O)N(Cc1cc2ccccc2[nH]c1=O)C1CCCCC1	i	i	0.41
98	NC(N)=N/N=C/c1ccc(Cl)c([N+](=O)[O-])c1	i	i	0.01
99	CCC1CN(C(=O)N2CCC(C(=O)NCc3cc(OC)c(OC)c(OC)c3)CC2)c2ccccc2O1 (configuration not stated)	i	i	0.79
100	c1nc(NCC2CCCO2)c2[nH]cnc2n1 (configuration not stated)	i	i	1.42
101	COC(=O)c1ccc(-c2noc(CN3C[C@H]4CC[C@H]3C4)n2)cc1	i	i	0.01
102	COc1ccc(NC(=O)CN2CCN(Cc3ccccc3)CC2)cc1	i	i	-0.43
103	CCOc1ccc(OCCN2C(=O)NC3(CCCc4ccccc43)C2=O)cc1 (configuration not stated)	i	i	0.07
104	COc1cccc(C(C[N+](=O)[O-])c2c(C)[nH]n(-c3ccccc3)c2=O)c1 (configuration not stated)	-11.6*	i	-12.7*
105	CC(NC(=O)[C@@H](NC(=O)[C@@H]1Cc2ccccc2CN1)C(C)C)c1ccccc1 (some centres not stated)	i	i	-0.11
106	CCCNC(=O)N1CCC(n2nccc2NC(=O)CCOc2ccccc2)CC1	i	i	-2.7
107	COC(=O)Cc1ccc(NC(=O)c2ccc3c(c2)C(=O)N(Cc2ccco2)C3=O)cc1	i	i	0.53
108	COC(=O)c1cc(-c2c(C)oc3cc(OC(C)C)ccc3c2=O)c(C)o1	i	i	1.72
109	O=C(COC(=O)/C=C/c1ccccc1Cl)NCc1ccccc1	i	i	2.27
110	O=C(c1ccco1)N1CCN(C(=O)c2cc(-c3ccccc3)nc3ccccc23)CC1	i	i	1.26
111	CCCCc1ccc(-n2c(Cc3cccs3)n[nH]c2=S)cc1	i	i	0.14
112	CC(C)CC(C(=O)Nc1ccc2c(c1)OCCO2)N1C(=O)c2ccccc2C1=O (configuration not stated)	i	i	1.24
